AddAB inh: less growth of phage-infected E. coli with AddAB; E. coli expressing H. pylori AddAB, absorbance growth; inhibition, % at 11.9 µM; hit rate 0.29% among 330,000; in the data active = inhibition above about 12%;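 note: 0% = vehicle wells of infected cells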
PfHsp90 set2: reduces growth (ATP signal) of yeast expressing P. falciparum Hsp90; S. cerevisiae expressing PfHsp90, BacTiter-Glo ATP, 48 h; yeast lacking PDR1 and PDR3 efflux regulators; inhibition, % at 9.4 µM; hit rate 0.32% among 310,000;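 active = every replicate shows inhibition above about 80%, whatever the replicate mean, limit read from the data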;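 note: 0% = DMSO neutral controls and 100% = 20 µM radicicol positive controls; yeast relying on Plasmodium falciparum Hsp90 in place of its own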
DSG3 Ab inh: inhibitors of pemphigus antibody binding to human desmoglein-3 | DSG3-coupled beads, scFv-anti-DSG3-GFP binding, flow cytometry; hits give low values | hit rate 0.48% among 310,000 | binding (percent of control), % at 10 µM | AID 588358;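 active = binding more than 3 SD below its plate's average and above zero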;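 note: hits lower antibody fragment binding to DSG3; some compounds called inactive have numbers as strong as hits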
HTR5A ag ctr: HTR5A agonism, opioid heterodimer counter-screen; P47898; HTR5A agonist assay, luminescence, cell-based; activation, % at 9.3 µM; hit rate 0.61% among 340,000; in the data active = activation mostly above about 9.5%, no sharp cut-off; inactive = mostly below about 7.6%;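 note: 0% = cells with vehicle only and 100% = reference agonist; strong numbers were not always called active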
Target sequence (P47898 whole entry, looked up): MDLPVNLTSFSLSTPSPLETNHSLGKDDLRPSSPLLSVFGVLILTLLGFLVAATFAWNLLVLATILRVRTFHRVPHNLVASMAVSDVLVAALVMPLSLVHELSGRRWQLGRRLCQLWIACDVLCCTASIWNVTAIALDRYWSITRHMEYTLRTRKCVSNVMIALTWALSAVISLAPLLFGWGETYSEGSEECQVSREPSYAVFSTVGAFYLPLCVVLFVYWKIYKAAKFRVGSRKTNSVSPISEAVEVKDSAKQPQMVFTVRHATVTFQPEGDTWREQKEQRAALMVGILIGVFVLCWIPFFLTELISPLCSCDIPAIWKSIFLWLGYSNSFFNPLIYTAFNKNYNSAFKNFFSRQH
phage Ecoli inh: E. coli growth loss with phage present. inhibition, % at 11.9 µM. growth absorbance. AID 651602. hit rate 0.26% among 360,000; in the data active = inhibition above about 11%
MOR-DOR ag: OPRM1-OPRD1 heterodimerization agonism. P35372+P41143. AID 504326. hit rate 0.3% among 340,000. activation, % at 9.3 µM. cells, luminescence; in the data active = activation above about 18%;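 note: 0% = vehicle-treated cells and 100% = reference agonist; values of inactives mirror those of a sister screen read the other way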
Target sequence (P35372 whole entry, looked up): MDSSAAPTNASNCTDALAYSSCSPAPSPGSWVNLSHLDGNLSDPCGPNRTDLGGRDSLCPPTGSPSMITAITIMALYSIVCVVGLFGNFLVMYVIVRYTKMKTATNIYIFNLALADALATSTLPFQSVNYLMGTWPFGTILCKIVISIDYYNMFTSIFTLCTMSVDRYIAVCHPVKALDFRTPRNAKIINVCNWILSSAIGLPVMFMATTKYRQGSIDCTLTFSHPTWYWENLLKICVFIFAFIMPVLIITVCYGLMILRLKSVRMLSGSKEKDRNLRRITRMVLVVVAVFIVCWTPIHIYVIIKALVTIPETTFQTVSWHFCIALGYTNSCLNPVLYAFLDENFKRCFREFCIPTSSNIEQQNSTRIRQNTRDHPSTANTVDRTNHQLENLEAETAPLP
Target sequence (P41143 whole entry, looked up): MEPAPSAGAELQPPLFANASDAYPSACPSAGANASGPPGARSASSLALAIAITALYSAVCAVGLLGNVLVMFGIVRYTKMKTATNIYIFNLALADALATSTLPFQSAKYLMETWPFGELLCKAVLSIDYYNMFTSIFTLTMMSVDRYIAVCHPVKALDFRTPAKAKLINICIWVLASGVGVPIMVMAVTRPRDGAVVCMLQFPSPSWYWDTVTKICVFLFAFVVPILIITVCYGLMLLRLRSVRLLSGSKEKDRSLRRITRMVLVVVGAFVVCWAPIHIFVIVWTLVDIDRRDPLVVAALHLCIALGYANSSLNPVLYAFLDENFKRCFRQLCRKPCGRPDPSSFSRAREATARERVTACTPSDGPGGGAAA
SUMO Mot1 rescue: blocks SUMOylation pathway, rescuing yeast Mot1-301 growth | AID 2716 | growth rescue, % at 18.8 µM | S. cerevisiae Mot1-301 growth rescue, ATP luminescence, 38.5C; percent above DMSO median, 100 means doubled | hit rate 1% among 320,000;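 active = every valid replicate shows activation above 250% relative to neutral control wells; inactive = the rest, any valid replicate at or below 250%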;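 note: OY570 slx delta 5 strain wells were the positive control but not used for scaling; some compounds called inactive have numbers as strong as hits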
MOR-DOR inv ag: inverse agonists of human mu-delta opioid receptor heterodimerization. P35372+P41143. AID 504357. cell-based MOR-DOR heterodimer luminescence, inverse agonism. inhibition, % at 9.3 µM. hit rate 0.21% among 340,000; in the data active = inhibition above about 22%, passing the limit was not always enough;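 note: 0% = cells with DMSO and 100% = wells without cells with DMSO; values of inactives mirror those of a sister screen read the other way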
PKA-R1A activ: activates the PKA-R1A holoenzyme complex; P00514+P68181; PKA-R1A dissociation, Cy5-IP20 fluorescence polarization; scaled: DMSO 0%, 113 µM cGMP 100%; activation, % at 11.4 µM; hit rate 0.083% among 340,000; AID 504707;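 active = percent activation above the mean of all tested compounds plus 3 SD, cut at about 19% in these data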;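 note: higher means more PKAc released from R1A so a rise in polarization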
HTR5A inv ag: HTR5A inverse agonism, opioid heterodimer counter-screen; P47898; HTR5A cell line, luminescence; inhibition, % at 9.3 µM; hit rate 0.083% among 340,000; AID 504634; in the data active = inhibition mostly above about 23%, no sharp cut-off; inactive = mostly below about 18%;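 note: 0% = cells with DMSO and 100% = no-cell wells with DMSO; some compounds called inactive have numbers as strong as hits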
E coli growth: bacterial growth inhibition, counter-screen for AddAB inhibitors; E. coli V3065 growth, OD600 absorbance, 18 h; inhibition, % at 11.9 µM; hit rate 0.27% among 330,000; AID 449728;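 active = inhibition above the campaign's mean inhibition across all tested compounds plus 3 SD, cut at about 9.9% in these data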;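 note: uninfected addAB+ strain grown without phage in ampicillin broth; 0% = DMSO wells and 100% = ciprofloxacin 0.95 µg/ml wells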
* = called active by the depositor; nt = no result given; & = joins results of further samples.

SMILES | AddAB inh | PfHsp90 set2 | DSG3 Ab inh | HTR5A ag ctr | phage Ecoli inh | MOR-DOR ag | SUMO Mot1 rescue | MOR-DOR inv ag | PKA-R1A activ | HTR5A inv ag | E coli growth
Cc1ccc(NC(=O)NCCCN2CCCC2=O)cc1Cl | -1.8 | 29 | 107 | 1 | -1.8 | -2.7 | -1 | 11 | 9 | -3 | 0.1
COC(=O)c1cc(OC)c(OC)cc1NC(=S)N1CCN(C)CC1 | -0.6 | -12 | 84 | 1 | 0.8 | -1.4 | 7 | 8 | -3 | 11 | -0.4
CC1CC(C)CN(Cc2nc(N)nc(Nc3ccc4ccccc4c3)n2)C1 (stereo unspecified) | -3.8 | 1 | 119 | 1 | 0.3 | -1.6 | 22 | 9 | -4 | -1 | -2.6
COc1ccc(NC(=O)C2CCCN(S(=O)(=O)c3cccnc3)C2)cc1 (stereo unspecified) | 0.6 | -8 | 81 | 2 | 3.7 | -1.3 | -17 | 8 | -4 | -1 | 1.3
O=C(CSc1cccc[n+]1[O-])Nc1cccc(Oc2ccccc2)c1 | 1.9 | nt | 112 | 8 | -3.8 | -2.6 | -24 | 13 | 1 | -18 | 1.9
O=C(NCCc1ccccc1Cl)c1ccc2nc3ccccc3c(=O)n2c1 | -0.3 | 36 | 112 | 1 | 2.2 | 1.2 | 48 | -5 | -2 | -5 | -1.6
CC(C)(C)OC(=O)N[C@H](/C=C/c1ccccc1)C(=O)OC(C)(C)C | 0.0 | 26 | 98 | -2 | 1.0 | 3.0 | -11 | -17 | -12 | -18 | -0.3
COC(=O)NNC(=O)Cc1cccc2ccccc12 | 2.4 | -7 | 88 | 2 | 2.3 | -2.1 | 6 | 11 | -7 | 2 | -1.0
COc1ccccc1-n1c(Cc2cccs2)n[nH]c1=S | 0.2 | -2 | 103 | 2 | 2.5 | 1.4 | -10 | -10 | 4 | -6 | 0.9
CCOC(=O)CCCn1nc(C)n2c(cc3sccc32)c1=O | 1.4 | -33 | 105 | 1 | 3.6 | -3.1 | -10 | 17 | 8 | -5 | -1.6
COc1ccc(OC)c(CNC(=O)CCn2c(=O)c3cccn3c3ccc(F)cc32)c1 | 3.2 | 4 | 104 | -1 | 1.0 | -3.1 | -3 | 16 | -14 | -11 | -1.1
Cc1ccc(S(=O)(=O)NC(Cc2ccccc2)C(=O)O)cc1 (stereo unspecified) | 3.7 | -12 | 97 | 1 | 3.2 | -2.2 | -8 | 12 | -4 | 1 | 0.8
CCN(CC)C(=O)CSC1=C(C#N)C(c2ccco2)C(C(=O)OCCOC)=C(C)N1 (stereo unspecified) | 0.3 | 4&-5 | 106&96 | -3&2 | 2.4&2.6 | -3.0&-3.3 | 1 | 15&15 | -11&-4 | 12&-2 | 0.0
CCOC(=O)NC1Cc2ccccc2C1Sc1ccccn1 (stereo unspecified) | -1.6 | -14 | 106 | 3 | 1.9 | 0.3 | 446 | -2 | 2 | -10 | 0.4
Cc1ccc(Cl)cc1-c1ccc(/C=N/n2cnnc2)o1 | 1.4 | 16 | 135 | -3 | 2.4 | -0.8 | 0 | 4 | -10 | -30 | -0.4
CC(C)Cc1nc(NCCN2CCOCC2)c(C#N)c2c1COC(C)(C)C2 | -0.5 | -5 | 107 | -2 | 2.7 | -2.2 | 149 | 12 | -10 | 4 | 0.3
COc1ccccc1CNCc1cccc(Oc2ccccc2)c1 | 3.0 | -7 | nt | 4 | 0.6 | 1.8 | -30 | -8 | -8 | -35 | -1.3
COc1cc(C(=O)N=C2SC3CS(=O)(=O)CC3N2c2ccccc2)cc(OC)c1OC (stereo unspecified) | 1.1 | -11 | 103 | 1 | 0.7 | -0.6 | -6 | 3 | 2 | -8 | 0.4
Cc1ccc(CSc2nc(N)cc(=O)[nH]2)cc1 | 1.4 | 19 | 110 | -1 | 2.7 | -2.6 | 450 | 12 | -6 | 3 | -0.4
CC1CCCN(C(=O)C2CCN(S(=O)(=O)c3cccc4nonc34)CC2)C1 (stereo unspecified) | 1.4 | 11 | 100 | -2 | 0.1 | -2.0 | -15 | 11 | 3 | 5 | -2.7
O=C(O)Cn1c2ccccc2c2ccccc21 | 4.3 | 28 | 87 | 1 | 6.7 | -2.6 | 211 | 13 | 9 | -3 | 2.9
Cc1ccc(C2(CC(=O)Nc3nccs3)CCOC(C(C)C)C2)cc1 (stereo unspecified) | 1.4 | 26 | 107 | 3 | 4.1 | -0.7 | -10 | 4 | 4 | -7 | 0.3
CC(=O)Nc1cccc(NC(=O)C(=O)Nc2ccc3c(c2)N(C(=O)C2CC2)CCC3)c1 | nt | 16 | 111 | -1 | 2.6 | -3.0 | nt | 16 | -14 | 4 | nt
COC(=O)c1ccc(C2/C(=C(/O)c3ccc(OC)cc3)C(=O)C(=O)N2Cc2ccco2)cc1 (stereo unspecified) | -0.8 | 7 | 89 | 4 | 1.3 | -2.0 | 17 | 11 | 7 | -2 | 0.1
Nc1nc(SCc2ccc([N+](=O)[O-])cc2)nc2nc3c(cc12)CCCC3 | 0.4 | 5 | 121 | 6 | 0.1 | 7.0 | 16 | -37 | -3 | -37 | -2.8
CC(NC(=S)NC1CCCCC1)C(c1ccccc1)N1CCOCC1 (stereo unspecified) | 2.5 | -4 | 99 | -1 | 4.3 | -0.6 | -1 | 3 | -3 | -18 | -0.3
COc1ccc(/C=C/C(=O)N2CCN(C)CC2)cc1OC | 3.2 | -23 | 121 | 5 | 1.9 | -2.2 | -17 | 12 | -5 | 30 | -1.9
O=C(CNc1cccc(C(F)(F)F)c1)N/N=C/c1ccccc1C(=O)O | 0.4 | -9 | 101 | -2 | 0.1 | -0.4 | 5 | 2 | 3 | -6 | -0.5
CCOC(=O)C1(Cc2ccc(OC)cc2)CCN(C(=O)c2cc(C)nn2C)CC1 | 2.9 | 18 | nt | 2 | 3.0 | -1.6 | 144 | 8 | 3 | -25 | 2.6
CCN(CC)c1ccc(NS(=O)(=O)c2ccc(OC)cc2)cc1 | 4.1 | 9 | 98 | -1 | 2.4 | -1.5 | 21 | 8 | -13 | 2 | 0.9
CCCn1c(SCC(=O)Nc2c(C)cccc2CC)nnc1C(C)C | 1.9 | -16 | 88 | 1 | 2.1 | 0.1 | -5 | -1 | -20 | 13 | -1.6
COc1ccc2cc(/C=N/O)c(Cl)nc2c1 | 1.3 | nt | 111 | -2 | 4.0 | -2.1 | 273 | 10 | -6 | 7 | 0.0
COc1ccccc1NS(=O)(=O)c1ccc(Cl)c(NC(=O)c2sc3cc(Cl)ccc3c2Cl)c1 | -1.4 | -16 | 92 | 8 | 1.1 | -0.8 | nt | 4 | 4 | -6 | -1.9
COc1ccc(CN2CCNC(=O)C2CC(=O)NC2CCCCCCC2)cc1OC (stereo unspecified) | 1.5 | 14 | nt | 1 | 2.4 | -2.3 | -1 | 12 | 0 | -13 | 2.1
Cc1cc(OCCN2CCOCC2)ccc1Cl | -2.3 | -6 | 96 | 4 | 1.8 | -1.3 | 3 | 6 | -4 | -14 | -1.0
CCCNC(=O)NC(=O)CSc1nc(C)cs1 | 1.6 | -61 | 82 | 2 | 5.1 | -0.2 | -2 | 1 | -2 | -6 | -0.2
O=C(Nc1cccc(C(F)(F)F)c1)c1ccccc1NC(=O)C1CCCCC1 | 1.9 | -14 | 98 | 2 | 2.5 | 3.0 | -2 | -14 | 0 | -2 | 1.4
O=C1CSC(c2cccnc2)N1c1ccc(Cl)cc1 (stereo unspecified) | 3.0 | nt | 123 | 2 | 2.6 | -1.1 | 69 | 5 | 7 | -5 | 0.9
CCOC(=O)N1CCC(N2CCCC(C(=O)c3cc(C)c(OC)c(C)c3)C2)CC1 (stereo unspecified) | -1.1 | 12 | 108 | 1 | 3.6 | -1.1 | 184 | 8 | -4 | -25 | -1.5
Cc1cc(NC(=O)COC(=O)c2ccc([N+](=O)[O-])cc2Cl)no1 | 1.9 | -13 | 102 | -2 | 1.0 | 9.5 | -9 | -37 | -6 | 5 | -0.5
CCOc1cc(C(=O)Nc2ccccc2F)cc(Br)c1OCC | 1.3 | -23 | 88 | -1 | 4.1 | 4.5 | 8 | -29 | 4 | 2 | 3.7
Cc1ccc(S(=O)(=O)N(C)C)cc1NC(=O)c1c(-c2c(F)cccc2Cl)noc1C | -0.4 | 6 | 114 | 0 | 1.0 | -0.6 | -12 | 3 | -2 | -38 | -2.9
O=[N+]([O-])c1cc(Cl)ccc1Oc1ccc(-c2nnco2)cc1 | 2.8 | nt | 132 | -1 | 4.0 | -0.8 | 338 | 4 | -2 | 3 | 1.0
O=C(Nc1ccc(Cl)c(Cl)c1)Nc1nccs1 | 0.0 | -159 | 101 | -2 | 3.9 | 0.6 | 29 | -3 | -5 | 8 | 1.9
COc1ccc(Nc2nnc(-c3ccc(C(=O)NCCO)cc3)c3ccccc23)cc1 | 0.5 | -21 | 113 | -1 | 0.8 | -2.0 | 20 | 10 | -10 | 3 | 0.3
Cc1ccc(C(=O)OCc2nc3ccsc3c(=O)[nH]2)o1 | 0.8 | nt | 98 | 0 | 1.8 | -3.1 | 15 | 17 | -6 | -1 | 0.0
O=C(N/N=C/c1ccco1)c1cc(-c2ccccc2)nc2ccccc12 | 1.8 | 1 | 99 | -2 | 3.4 | -1.7 | 6 | 9 | -5 | 9 | 0.9
COc1ccc2[nH]c(C)c(CN3CCC(C)CC3)c(=O)c2c1 | 1.1 | -19 | 100 | -4 | 1.2 | -2.3 | 8 | 13 | 3 | 10 | -0.1

Next part; the last 2 above are carried over.
SMILES | AddAB inh | PfHsp90 set2 | DSG3 Ab inh | HTR5A ag ctr | phage Ecoli inh | MOR-DOR ag | SUMO Mot1 rescue | MOR-DOR inv ag | PKA-R1A activ | HTR5A inv ag | E coli growth
O=C(N/N=C/c1ccco1)c1cc(-c2ccccc2)nc2ccccc12 | 1.8 | 1 | 99 | -2 | 3.4 | -1.7 | 6 | 9 | -5 | 9 | 0.9
COc1ccc2[nH]c(C)c(CN3CCC(C)CC3)c(=O)c2c1 | 1.1 | -19 | 100 | -4 | 1.2 | -2.3 | 8 | 13 | 3 | 10 | -0.1
O=C(NCc1ccccn1)C1CCN(C(=O)c2cc3sccc3n2Cc2ccc(F)cc2)CC1 | 3.5 | -13 | 283 | -2 | 3.4 | -0.8 | 8 | 5 | -6 | 5 | 0.4
CCc1nnc(NC(=O)CSc2nc3c(c(=O)n2CC)SC(C)C3)s1 (stereo unspecified) | -1.3 | 16 | 105 | 4 | 2.2 | 0.3 | 181 | -2 | 9 | 14 | 0.7
C#CCOCCOCCOCCNc1nc(N2CCN(C(=O)[C@H](CCCCN)n3cc(CN)nn3)CC2)nc(N2CCN(C(=O)[C@H](CCC(=O)O)n3cc([C@@H](N)CCSC)nn3)CC2)n1 | 1.3 | -4 | 100 | 3 | 3.0 | -1.9 | -19 | 9 | 11 | -11 | -0.2
O=C(Nc1ccc(S(=O)(=O)N2CCCCC2)cc1)c1ccccc1F | 4.2 | -16 | nt | -4 | 3.1 | -0.1 | 8 | 1 | -9 | 11 | 1.3
CN(CC(=O)Nc1ccc(OC(F)(F)F)cc1)S(=O)(=O)c1cnc[nH]1 | 6.3 | -43 | nt | 0 | 3.9 | -1.8 | 17 | 10 | 8 | 3 | -0.1
CC(=O)CN1Cc2ccccc2/C1=N\C(=O)Nc1ccccc1 | 1.0 | -10 | 83 | -1 | 0.9 | -2.5 | 7 | 14 | -9 | 1 | -1.3

Source: PubChem (several laboratories)

An unsorted share of the library; 3.2% or so of the library scored in one or more.
